# DT40 TDP1 no CPT: qHTS for Inhibitors of human tyrosyl-DNA phosphodiesterase 1 (TDP1): qHTS in cells in absence of CPT; DT40 Tdp1-/- hTDP1 cells, no CPT, ATP luminescence, 48 h; Potency, µM (series often up to 46.2 µM), without a hit: top-dose activity change, negative = growth inhibition, usual class: inhibitors; 15% of 420,000 active; AID 686978, 2013; further: nearly all actives have a fitted effect of over 55% in size
#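 DT40 Tdp1-/-;hTDP1 cells, no CPT (DMSO vehicle only), 400 cells/well; compounds pin-transferred; ≥48 hr, 37 °C; CellTiter-Glo 30 min RT dark, luminescence read.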
# GCN5L2 inh: qHTS Assay for Inhibitors of GCN5L2; Potency, µM (top dose mostly 58.9 µM), for inactives: top-dose activity change, negative = inhibition, actives largely listed as inhibitors; GCN5L2 HAT assay, ThioGlo1 CoA-SH fluorescence; AID 504327, 2011; 0.21% of 390,000 active
# Target sequence (Q92830 whole entry, looked up): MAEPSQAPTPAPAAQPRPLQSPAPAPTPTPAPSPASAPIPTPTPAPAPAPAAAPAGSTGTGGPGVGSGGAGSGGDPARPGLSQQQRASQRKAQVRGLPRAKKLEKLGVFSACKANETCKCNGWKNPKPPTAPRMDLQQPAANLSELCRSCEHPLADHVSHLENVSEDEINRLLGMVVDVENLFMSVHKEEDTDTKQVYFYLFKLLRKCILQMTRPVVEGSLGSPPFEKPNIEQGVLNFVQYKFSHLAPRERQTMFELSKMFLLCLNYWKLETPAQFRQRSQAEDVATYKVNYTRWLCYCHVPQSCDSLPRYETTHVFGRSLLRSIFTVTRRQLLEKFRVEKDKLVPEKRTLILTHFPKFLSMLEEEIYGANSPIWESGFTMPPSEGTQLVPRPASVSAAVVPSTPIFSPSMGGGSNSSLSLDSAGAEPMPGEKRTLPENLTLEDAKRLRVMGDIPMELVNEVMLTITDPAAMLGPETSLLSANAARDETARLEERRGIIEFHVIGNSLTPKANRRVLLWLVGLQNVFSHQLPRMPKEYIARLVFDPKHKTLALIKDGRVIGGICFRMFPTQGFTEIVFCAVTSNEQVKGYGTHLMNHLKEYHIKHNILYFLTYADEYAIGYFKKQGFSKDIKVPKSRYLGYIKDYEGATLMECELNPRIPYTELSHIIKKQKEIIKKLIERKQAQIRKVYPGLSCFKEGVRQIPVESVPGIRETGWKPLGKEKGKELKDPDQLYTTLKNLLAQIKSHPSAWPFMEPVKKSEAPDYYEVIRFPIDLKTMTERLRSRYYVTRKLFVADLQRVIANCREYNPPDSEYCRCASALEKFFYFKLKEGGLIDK
#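 Enzyme at 20nM final was mixed with library compounds for 15 min at room temperature. Peptide H3(1-25) at 75uM, acetyl-CoA at 70uM and ThioGlo1 at 50uM were then added. Plates were read immediately and after 20 min (Ex340nm/Em540nm).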
# TDP1 cell CPT: qHTS for Inhibitors of human tyrosyl-DNA phosphodiesterase 1 (TDP1): qHTS in cells in presence of CPT. chicken DT40 Tdp1-/-;hTDP1 cells + 20 nM CPT, ATP luminescence, 48 h. 12% of 420,000 active. Potency, µM (titrated, usually from 46.2 µM), for inactives: at the highest dose activity change, negative = growth inhibition, actives largely listed as inhibitors; further: nearly all actives have a fitted effect of over 55% in size
#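 Chicken DT40 Tdp1-/- cells stably complemented with human TDP1 were seeded at 400 cells/well in medium containing 20 nM camptothecin, exposed to pin-transferred compounds, and grown at 37 °C for at least 48 hr. Viability was read as ATP luminescence.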
# The depositor's hits bear a star; ? = inconclusive; . = no result given; & = joins results of further samples; ! = not active in a repeat; [ ] = remark or other dose. The call rests on the fitted dose curve; in most records, active means well fitted curve in the direction sought with a large enough effect; inconclusive means small, poorly fitted or top-dose-only effect, or another doubt; inactive means no such curve, though single readings can be large; an effect the other way counts as inactive or inconclusive. On the % scale 0 is the no-effect control and ±100 the full control effect; potency means the concentration at half of the fitted maximal effect.
SMILES,DT40 TDP1 no CPT,GCN5L2 inh,TDP1 cell CPT
CC(=O)c1c(C)[nH]c(C(=O)N2CCN(c3ccc(F)cc3)CC2)c1C,?,0%,14µM*
CCCCNC(=S)N(C)/N=C/c1ccc(OCC(=O)Nc2ccc(OC)cc2)c(OC)c1,?,-7%,23µM*
Cc1onc(-c2ccccc2)c1NC(=O)N(CCC#N)Cc1cccs1,-19%,0%,8%
Cc1sc(NC(=O)Cn2cnnn2)nc1-c1ccc(Cl)cc1,?,-2%,?
O=C(Nc1ccc2c3c(cccc13)CC2)c1ccco1,-19%,-3%,-13%
CCN(Cc1ccccc1)S(=O)(=O)c1ccc2c(c1)CC(C)N2C(=O)C1CCC1 (centres undefined),18µM*,-16%,?
COCCCNC(=S)N1CCN(c2nc(-c3ccc(F)cc3)cs2)CC1,?,-10%,?
Cc1ccc(OCc2cc(C(=O)N(CCO)Cc3cccs3)no2)cc1C,?,-21%,?
Cc1nn(-c2ccccc2)c2nc(C3CC3)cc(C(=O)Nc3ccc(F)cc3)c12,21µM*,-5%,16µM*
Cc1ccc(Cn2c(CO)cnc2SCC(=O)NCc2ccccc2Cl)cc1,?,-4%,?
COc1ccc(C)cc1S(=O)(=O)NC1CC1,-3%,-28%,0%
Cc1nn(-c2ccccc2)c(C)c1C(=O)OCC(=O)Nc1ccccc1Cl,-4%,.,2%
COC(=O)CN1C(=O)C(C)=C(c2ccc(C)cc2)S1(=O)=O,-2%,1%,-6%
Nc1csnc1C(=O)O,-18%,-3%,-12%
Cc1cc(C)cc(Nc2cc(C(=O)NC3CCC(C)CC3)c3ccccc3n2)c1 (centres undefined),9.2µM*,1%,?
COc1ccccc1N1CCN(C2CCCN(C(=O)CN3CCCCC3=O)C2)CC1 (centres undefined),-5%,0%,-1%
CCOC(=O)c1oc2ccccc2c1CSc1nnnn1-c1ccccc1,?,-5%,-23%
O=C1CN(c2ccccc2)C(=O)N1,32%[activator],-1%,11%
COc1cccc(OCCOc2ccccc2OC(C)C)c1,?,-21%,-9%
Cn1c(N)c(C(=O)CSc2nnc(-c3cccs3)n2C2CC2)c(=O)[nH]c1=O,-1%,-1%,-1%
Cc1ccc(NC(=O)CN(C)C(=O)c2ccc(Br)o2)cc1,-28%,-4%,-2%
Cc1cc(C(=O)OCC(=O)N(C)c2ccccc2)ccc1[N+](=O)[O-],-3%,0%,-9%
CCN(CC)c1ncnc2c1sc1nc(C)cc(C)c12,?,23%,?
Cc1cc(C)cc(Oc2nc3c(C)cccn3c(=O)c2/C=C(\C#N)c2nc3ccccc3[nH]2)c1,-25%,-9%,3%
CC1CN(S(=O)(=O)c2cccc(-c3csc(-c4ccccc4)n3)c2)CC(C)O1 (centres undefined),26µM*,-5%,?
Cc1cccc(NC(=S)N2CCN(Cc3ccc4c(c3)OCO4)CC2)c1C,-10%,1%,-20%
CCOC(=O)N1CCN(CC(O)c2ccc3c(c2)CCN3)CC1 (centres undefined),0%,-9%,-20%
CC(C)(C)c1ccc(C(=O)N/C(=C\c2cccc([N+](=O)[O-])c2)C(=O)Nc2cccc(C(=O)O)c2)cc1,-6%,-11%,-17%
Cn1ncc(-c2ccno2)c1C(=O)O,2%,-3%,7%
O=C(CN1C(=O)S/C(=C\C=C\c2ccccc2)C1=O)Nc1ccc(O)cc1,?,-12%,?
Cc1ccc2nc(Cl)c(/C=N/NC(=O)c3ccccc3O)cc2c1,?,-17%,?
CS(=O)(=O)N(CC(=O)N1CCN(C(c2ccccc2)c2ccccc2)CC1)C1CCCCC1,-10%,-7%,-16%
COC(=O)c1c(-c2cccc(C)c2)csc1NC(=O)C1CCCO1 (centres undefined),18µM*,2%,?
Cc1nn(Cc2ccccc2Cl)c(C)c1C(=O)Nc1nnc(C2CC2)s1,?,-6%,-55%
CC(C)CN(CCNC(=O)c1cn(C)c2ccc(S(=O)(=O)N3CCCCCC3)cc2c1=O)CC(C)C,-28%,-5%,7%
O=C(Nc1ccccc1Cl)c1cc(C2CCCN(C(=O)c3ccccc3)C2)on1 (centres undefined),?,.,18µM*
CC(=O)Oc1ccc(OC(C)=O)c(S(=O)(=O)c2ccc(C)c(C)c2)c1,-7%,-2%,-2%
CC1CCCC(C)N1/N=C/c1ccc([N+](=O)[O-])cc1 (centres undefined),?,3%,?
COc1ccc(CC(=O)N[C@@H](CCSC)c2nc3ccccc3[nH]2)cc1,?,-3%,?
C[C@]12CC[C@@H]3c4ccc(OC(=O)c5ccccc5)cc4CC[C@H]3[C@@H]1CC[C@@H]2O,13µM*!,-8%&-9%,15µM*!
CCn1c(=N)c(C(=O)NC2CCCCC2)cc2c(=O)n3cc(C)ccc3nc21,4%,-6%,6%
O=C(CN1C(=O)NC2(CCCCC2)C1=O)NCCc1ccccc1,17%,-1%,-2%
CCC(Oc1ccccc1)C(=O)Nc1ncc([N+](=O)[O-])s1 (centres undefined),?,4%,?
CC1(C)CC(c2nc(-c3ccc([N+](=O)[O-])cc3)cs2)CCO1 (centres undefined),?,-5%,?
C=CCN1N=C(c2ccc(NC(=O)c3ccccc3)cc2)CSC1=O,?,1%,?
COc1c(C)cc(S(=O)(=O)NCc2ccco2)c(C)c1C,-6%,-6%,-3%
CC1=CC2C(C3C=CC2(C)C(=O)C3(C)O)C(C)(O)C1=O (centres undefined),12%,.,19%
CC1CC(C)CN(C(=O)COC(=O)c2nccnc2N)C1 (centres undefined),20%,-7%,-26%
Cc1cc(N(C)C)ccc1/C=C/c1ccnc2ccccc12,7.9µM*,.,11µM*
O=C(CCl)NC(Cc1c[nH]c2ccc(OCc3ccccc3)cc12)C(=O)O (centres undefined),-8%,-8%,16%
COc1ccc(-c2cc3nc(-c4ccccc4)cc(C(F)(F)F)n3n2)cc1,-11%,0%,8%
O=C(C1=C[C@@H](c2ccccc2)C[C@@H](OCCCCO)O1)N1CCN(Cc2ccc3c(c2)OCO3)CC1,?,0%,?
CC(=NNC(=S)N1CCCCCC1)c1ccccn1,0.016µM*,.,0.0092µM*
COC(c1ccccc1)c1nc2ccccc2[nH]c1=O (centres undefined),0%,-10%,2%
CCOC(=O)N1CCN(C(=O)C(=O)Nc2sc3c(c2C#N)CC(C)(C)OC3)CC1,17%,-2%,-9%
COc1cc(/C=C/C(=O)NC(C)C2CC3CCC2C3)cc(OC)c1OC (centres undefined),-29%,-2%,?
CCOC(=O)c1ccccc1Nc1cn(C(C)=O)c2ccccc12,4.6µM*,-2%,3.7µM*
O=C1NC(c2ccc(Br)cc2)Nc2ccccc21 (centres undefined),3.7µM*,2%,6.5µM*
Cc1cccc(C(=O)N2CCC(=O)N([C@H](COCc3cccc(Cl)c3)Cc3ccccc3)CC2)c1,18µM*,-28%,23µM*
Cc1ccc(OCCCC(=O)Nc2ccc3c(c2)OCO3)cc1,-14%,-4%,-9%
# The listing continues:
SMILES,DT40 TDP1 no CPT,GCN5L2 inh,TDP1 cell CPT
COc1ccc(/C=C/c2ccncc2)c2ccccc12,?,.,-21%
CCC(C)(C)NC(=O)CN(C(=O)c1csnn1)c1ccccc1-c1ccccc1,-21%,-1%,-12%
CC(=O)Nc1nc(-c2ccc([N+](=O)[O-])cc2)cs1,?,3%,?
CN(C(=O)COC(=O)c1cc2ccccc2cc1O)C1CCCCC1,-2%,-4%,-7%
O=C(c1cc([N+](=O)[O-])cc([N+](=O)[O-])c1)N(Cc1nnc(-c2ccccc2Cl)o1)C1CC1,18µM*,10%,?
O=C(COC(=O)c1cc(S(=O)(=O)N2CCOCC2)ccc1F)NCCc1ccc(F)cc1,14%,0%,7%
CC#CCN1c2ccccc2[C@]23C[C@@H](C(=O)OC)N(C(=O)NC(C)(C)C)C2=NC(C(=O)OC)=C(C(=O)OC)[C@H]13,?,.,?
O=[N+]([O-])/C=C\c1ccc(N2CCOCC2)cc1,16µM*,.,15µM*
C#CCOCCOCCOCCNc1nc(N2CCN(C(=O)[C@H](CCC(=O)O)n3cc(CN)nn3)CC2)nc(N2CCN(C(=O)[C@H](CCCN=C(N)N)n3cc(C(N)[C@@H](C)CC)nn3)CC2)n1 (some centres undefined),6%,-1%,3%
O=C1CN(C(=O)c2c(F)cccc2F)C(c2ccc(F)cc2)c2cc(Br)ccc2N1 (centres undefined),?,2%,?
CCC(=O)N1CCc2cc(CNS(=O)(=O)c3ccccc3F)ccc21,3%,-4%,-25%
CC1Oc2ccccc2C=C1C1/C(=C(/O)c2ccccc2)C(=O)C(=O)N1CCCN(C)C (centres undefined),-11%,-5%,-9%
CCOC(=O)/C=C/c1cc(F)ccc1O,-9%,.,-2%
CCOC(=O)c1c(C)[nH]c(C(=O)NNC(=O)c2ccc(Br)cc2)c1C,?,1%,-3%
CC(C)(C)c1ccc(C(=O)NNC(=O)c2ccccc2Br)cc1,-21%,1%,-7%
NCCCC(N)CC(=O)NCC1NC(=O)C(CO)NC(=O)C(N)CNC(=O)C(C2CCN=C(N)N2)NC(=O)/C(=C\NC(N)=O)NC1=O (centres undefined),0%,-1%,-27%
c1nc(NC2CCCCC2)c2[nH]cnc2n1,12%&-24%,-2%,-6%&-17%
Cc1ccc(S(=O)(=O)NCC2CCC(C(=O)NCc3cccs3)CC2)cc1 (centres undefined),-12%,-16%,-22%
COc1ccc(S(=O)(=O)NC(CCSC)C(=O)NC2CCCCC2)cc1 (centres undefined),-20%,-8%,-25%
CCn1c(-c2ccccc2Cl)nn(CC(=O)NCCc2ccccc2)c1=S,?,2%,?
COc1cc(OC)c(/C=C/c2ccc3ccccc3[n+]2[O-])c(OC)c1,?,.,?
CCOc1cc(CNc2ncn[nH]2)ccc1OCC(=O)NC(C)(C)C,-1%,-5%,21%
O=C(C1CCN(S(=O)(=O)c2cccc3nsnc23)CC1)N1CC=C(c2ccccc2)CC1,16µM*,-4%,18µM*
O=C(CCCCCN1C(=O)c2ccccc2C1=O)Oc1ccc2c3c(c(=O)oc2c1)CCC3,-27%,31%[activator],-4%
Cc1oc(C(=O)Nc2ccc(O)cc2)cc1COc1ccccc1,16µM*,0%,?
CCOc1cccc(NC(=O)C2CCCN(S(=O)(=O)c3ccc(OC)cc3)C2)c1 (centres undefined),23µM*,-6%,?
Cc1ccc(CNc2nc(CN3CCSCC3)nc3ccccc23)o1,?,.,1%[9.04 µM]
O=C(CCC(=O)NNC(=O)COc1ccc(Br)cc1)NCc1ccccc1,-4%,-4%,27%
Nc1nonc1-c1nc2ccccc2n1CCC(=O)O,-11%,-5%,-1%
O=C(Cn1c(=O)oc2ccccc21)NC(=O)NCc1ccccc1,-14%,0%,-24%
CCOc1ccc(-c2nc(CS(=O)(=O)CC(=O)NCc3ccc(F)cc3)c(C)o2)cc1,-23%,?,-5%
COc1ccc(O)c(C(=O)c2cnn(C(=O)c3cccc(N(C)C)c3)c2)c1,18µM*,-4%,18µM*
O=C(Nc1cccnc1)Nc1ccc2c(c1)OCO2,-37%,-11%,?
Cc1c(NC(=O)c2sc3c([N+](=O)[O-])cccc3c2Cl)cccc1-c1nc2ccccc2o1,2%,-5%,?
COc1cc(C)ccc1OCCOCCOc1ccc(C)cc1[N+](=O)[O-],?,-5%,?

# Source: PubChem BioAssay (National Center for Advancing Translational Sciences (NCATS))
